USP1 inh – blocks the human USP1/UAF1 deubiquitinase complex. O94782. recombinant USP1/UAF1, Ub-Rhodamine cleavage fluorescence. Potency, µM (series often up to 57.1 µM), without a hit: top-dose activity change, negative = inhibition, actives largely listed as inhibitors. 390,000 tested, 0.23% active; further: potency means the concentration at half of the fitted maximal effect; on the % scale 0 is the no-effect control and ±100 the full control effect; nearly all actives have a fitted effect of over 60% in size; inactives centre near -12
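USP1/UAF1 complex at 1 nM was preincubated with compound for 15 min at room temperature, then Ub-Rho substrate (150nM final) was added. Fluorescence (480/540 nm) was read kinetically, 6 reads every 60 seconds.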
PI4K2A inh – blocks human PI4K2A kinase activity; purified PI4K2A, ADP-Glo luminescence, 1 h; hits give low values; 420,000 tested, 0.13% active; activity change, negative = inhibition, % at 76.9 µM; AID 1346378; in the data active means activity change below about -50%; inconclusive means mostly about -30% to -49%;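 further: -100% = wells without enzyme as full effect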
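PI4K2A activity was measured by ADP-Glo luminescence: enzyme (4 ug/mL stock) and phosphatidylinositol (1.2 mM stock) in Tris pH 7.5/MgCl2/EGTA/Triton X-100 buffer were reacted with ATP (300 microM stock) for one hour at ambient temperature.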
TrxR1 substrate – rat thioredoxin reductase 1 substrate activity | O89049 | purified TrxR1 substrate turnover, NADPH consumption readout | Potency, µM (top dose mostly 114 µM), for inactives: top-dose activity change, negative = substrate turnover | 390,000 tested, 0.01% active | AID 588456; further: potency means the concentration at half of the fitted maximal effect; on the % scale 0 is the no-effect control and ±100 the full control effect; nearly all actives have a fitted effect of over 50% in size
Target sequence (O89049 whole entry, looked up): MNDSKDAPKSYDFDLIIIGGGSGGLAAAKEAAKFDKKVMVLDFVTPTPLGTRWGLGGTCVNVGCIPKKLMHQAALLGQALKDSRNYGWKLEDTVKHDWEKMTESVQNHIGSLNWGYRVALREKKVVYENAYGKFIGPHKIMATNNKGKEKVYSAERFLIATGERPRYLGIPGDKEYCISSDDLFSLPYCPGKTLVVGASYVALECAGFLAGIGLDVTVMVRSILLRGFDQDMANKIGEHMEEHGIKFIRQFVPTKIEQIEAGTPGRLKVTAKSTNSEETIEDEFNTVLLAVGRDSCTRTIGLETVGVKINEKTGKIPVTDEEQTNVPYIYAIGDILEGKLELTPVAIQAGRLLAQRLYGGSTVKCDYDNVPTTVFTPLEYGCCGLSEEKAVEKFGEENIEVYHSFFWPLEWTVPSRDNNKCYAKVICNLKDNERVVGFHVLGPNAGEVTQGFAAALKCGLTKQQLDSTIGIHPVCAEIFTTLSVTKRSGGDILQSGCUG
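Rat TrxR1, dispensed at 90 nM, was prereduced with 400 uM NADPH (final) for 5 min at ~22 deg C, then incubated with compound 15 min before 400 uM selenite. A first-read NADPH fluorescence drop versus no-compound background flagged substrates.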
mIDH1 inhibitor – human IDH1 R132H inhibition | O75874 | IDH1-R132H enzyme, NADPH consumption, diaphorase/resazurin fluorescence | Potency, µM (titrated, usually from 76.6 µM), for inactives: top-dose activity change, negative = inhibition, actives largely listed as inhibitors | 390,000 tested, 0.093% active; further: potency means the concentration at half of the fitted maximal effect; on the % scale 0 is the no-effect control and ±100 the full control effect; nearly all actives have a fitted effect of over 65% in size
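IDH1-R132H (0.5 ug/mL) preincubated 30 min with compound, then NADPH (0.016 mM) and alpha-KG (2 mM) added; 80 min at RT, pH 7.5. Remaining NADPH coupled via diaphorase/resazurin to fluorescence (540/590 nm); concentration-response curves normalized to no-enzyme control.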
Pin1 inh – human Pin1 inhibition; Potency, µM (titrated, usually from 115 µM), for the others: at the highest dose activity, negative = inhibition, most hits filed as inhibitors; Q13526; Pin1 FP peptide displacement, HiFluor488, 10 min; AID 504891; 390,000 tested, 0.009% active; active means well fitted inhibition curve with a large enough effect in the polarisation, with a control signal flat, not every such curve was filed as active; inconclusive means small, poorly fitted or top-dose-only effect, or effect the other way, or a change in a side signal; inactive means no such curve, though single readings can be large or run the other way; the % refers to the polarisation; further: potency means the concentration at half of the fitted maximal effect; on the % scale 0 is the no-effect control and ±100 the full control effect
Target sequence (Q13526 whole entry, looked up): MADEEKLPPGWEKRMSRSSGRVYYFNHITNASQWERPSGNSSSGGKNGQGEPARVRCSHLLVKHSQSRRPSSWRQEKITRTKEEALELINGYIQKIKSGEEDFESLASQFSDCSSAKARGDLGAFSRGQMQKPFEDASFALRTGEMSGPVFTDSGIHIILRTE
GLS inhibitor – glutaminase GLS (human) inhibition; AID 624170; 410,000 tested, 0.21% active; Potency, µM (top dose mostly 45.5 µM), without a hit: top-dose activity change, negative = inhibition, usual class: inhibitors; GLS enzymatic activity, qHTS titration; O94925; further: potency means the concentration at half of the fitted maximal effect; on the % scale 0 is the no-effect control and ±100 the full control effect
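hKGA in 45 mM KH2PO4 pH 8.2, 0.02% Tween-20 with pin-transferred compounds; 1 mM L-glutamine (stock) plus glutamate oxidase/HRP/Amplex Red coupling added. Fluorescence read initially and after 30 min at RT.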
PGK inhibitor – T. brucei PGK inhibition; P07378; PGK/GAPDH coupled, Kinase-Glo luminescence, 60 min; Potency, µM (top dose mostly 57.5 µM), for inactives: top-dose activity change, negative = inhibition, actives largely listed as inhibitors; 380,000 tested, 0.043% active; AID 602233; further: potency means the concentration at half of the fitted maximal effect; on the % scale 0 is the no-effect control and ±100 the full control effect; nearly all actives have a fitted effect of over 60% in size
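Luminescent ATP detection (Kinase-Glo Plus) follows a 60-minute room-temperature incubation, with wells lacking PGK as controls. Buffer: 100 mM TEA (pH 7.6), 5 mM MgCl2, 0.01% Tween-20. Coupling enzyme GAPDH (100 nM final) supplies unstable 1,3-BPG in-well.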
TrxR1 inh – inhibitors of rat thioredoxin reductase 1. AID 588453. 390,000 tested, 1% active. recombinant rTrxR1, NADPH fluorescence consumption, selenite substrate. Potency, µM (titrated, usually from 114 µM), for inactives: at the highest dose activity change, negative = inhibition, usual class: inhibitors; further: potency means the concentration at half of the fitted maximal effect; on the % scale 0 is the no-effect control and ±100 the full control effect; nearly all actives have a fitted effect of over 65% in size
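Rat TrxR1 (90 nM in the dispensed reagent) was pre-reduced with 400 uM NADPH for 5 min at room temperature, then incubated with compound for 15 min. After 400 uM selenite was added, NADPH fluorescence (Ex 340/Em 450 nm) was followed for 8 min.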
HP1b binding inh – HP1-beta chromodomain-methylated histone interaction inhibition; AlphaScreen HP1-beta / biotin-H3K9me3 peptide binding; Potency, µM (series often up to 114 µM), for inactives: at the highest dose activity change, negative = inhibition, hits mostly inhibitors; 390,000 tested, 0.56% active; AID 540317; further: potency means the concentration at half of the fitted maximal effect; nearly all actives have a fitted effect of over 70% in size; inactives centre near 23
Target sequence (P83916 whole entry, looked up): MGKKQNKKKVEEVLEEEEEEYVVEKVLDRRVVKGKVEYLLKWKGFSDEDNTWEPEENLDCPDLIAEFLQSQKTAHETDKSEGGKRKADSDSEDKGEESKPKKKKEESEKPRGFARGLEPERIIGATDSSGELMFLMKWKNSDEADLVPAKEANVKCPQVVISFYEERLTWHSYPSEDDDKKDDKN
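HP1-beta protein (50 nM final) preincubated 30 min at room temperature with biotinylated H3(1-18)K9me3 peptide (50 nM) in PBS pH 7.4, 0.01% Tween-20, then compound added for 30 min. AlphaScreen streptavidin donor/nickel chelate acceptor beads (10 ug/mL final), 30 min dark, luminescence read.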
* = called active by the depositor; i = inactive; ? = inconclusive; . = no result given; [ ] = remark or other dose. Unless noted, the call rests on the fitted dose curve; in most records, active means well fitted curve in the direction sought with a large enough effect; inconclusive means small, poorly fitted or top-dose-only effect, or another doubt; inactive means no such curve, though single readings can be large; an effect the other way counts as inactive or inconclusive. Only part of the results is shown; rates above refer to the full screens.

Below each SMILES: USP1 inh, PI4K2A inh, TrxR1 substrate, mIDH1 inhibitor, Pin1 inh, GLS inhibitor, PGK inhibitor, TrxR1 inh, HP1b binding inh
1) CN1CC2(C(=O)c3ccccc3)CN(C)CC(C(=O)c3ccccc3)(C1)C2
 : -9.4%, -1.5, 1.5%[57.1 µM], -3.8%, -2.1%, 3.8%, 0.5%, -5.2%[57.1 µM], 24.4%
2) O=C(OCCc1cc2ccccc2c(=O)o1)N1CCOCC1
 : -9.2%, 14.0, 3.8%, 0.6%, -5.8%, -9.5%, 3.5%, 4.0%, 22.0%
3) O=C(O)c1c(Cl)c(Cl)c(Cl)c(Cl)c1C(=O)N1CCOCC1
 : -18.4%, -2.3, -2.4%, 2.9%, -7.2%, 26.1%, i, -4.7%, 2.2%
4) COc1cccc(CSc2nc3cc(C(=O)NC4CCCC4)ccc3c(=O)n2Cc2ccccc2)c1
 : -17.3%, 2.6, 2.6%[57.1 µM], -3.7%, 5.7%, -24.9%, -5.6%, 30.9%[57.1 µM], 25.6%[57 µM]
5) CCOc1ccc(Cl)cc1S(=O)(=O)NCc1ccccn1
 : -11.1%, 2.6, 10.9%, 3.7%, 1.2%, -2.3%, 1.6%, 29.8%, -31.3%
6) CCc1cccc(NC(=O)Cn2cc(C(=O)c3ccncc3)c(=O)c3cc(C)c(C)cc32)c1
 : -10.1%, -3.0, -9.1%[57.1 µM], ., -4.3%, -13.3%, ., -2.7%[57.1 µM], 22.7%[57 µM]
7) Cc1cc(C)n(CCOc2ccc(Cl)cc2Cl)n1
 : -14.0%, 1.8, -11.8%, 3.3%, -3.8%, -2.4%, -6.9%, -6.6%, 27.6%
8) COc1ccc(C(=O)N/C(=C\c2cn(S(=O)(=O)N(C)C)c3ccccc23)C(=O)N2CCN(C)CC2)cc1OC
 : -11.5%, -3.4, ., 3.0%, ., -3.0%, -9.3%, ., .
9) O=C(Cc1ccc(Br)cc1)N1CCN(C(=O)c2ccccc2)CC1
 : -14.4%, 2.4, 1.1%, -9.8%, 8.0%, 1.2%, 4.8%, 1.5%, 28.4%
10) CCOC(=O)C1=C(CCl)NC(=O)NC1c1ccc2c(c1)OCO2 (centres undefined)
 : -9.4%, -2.6, 3.4%, -8.9%, -15.7%, 12.6%, 6.4%, 11.2µM*, 29.5%
11) CC(C)NC(=O)c1cc2c(-c3ccc(Cl)cc3)nn(C)c2s1
 : ?, -2.5, 12.6%, 5.3%, -1.9%, 3.7%, i, 19.6%, 20.3%
12) CNc1nc2ccccc2n1N
 : -11.8%, 3.9, -5.3%, 6.8%, -19.8%, 30.9%[activator], -9.0%, -10.9%, 34.5%
13) CCN(CC)c1ccc(NC(=O)Cn2cc3c(n2)CCC(C)C3)c(C)c1 (centres undefined)
 : -2.3%, -2.9, -10.3%, 1.1%, 3.9%, 1.0%, 1.7%, 2.7%[57.1 µM], ?
14) COC(=O)c1ccc(/C=N/NC(=O)C(=O)NCC2CCCO2)cc1 (centres undefined)
 : -7.9%, 1.4, -9.1%[57.1 µM], 0.6%, -2.0%, -2.1%, -0.5%, 7.7%[57.1 µM], 42.9%[activator]
15) CC1(C)CC(=O)C2=C(C1)c1c(ccc3ccccc13)NC2c1cc([N+](=O)[O-])cc([N+](=O)[O-])c1O (centres undefined)
 : ?, -0.8, -11.7%, ?, ., 2.2%, -13.2%, 9.9%[57.1 µM], ?
16) CCOCCCn1c(=N)c(C(=O)NCC2CCCO2)cc2c(=O)n3cccc(C)c3nc21 (centres undefined)
 : -28.7%, 0.8, ., 8.3%, -6.8%, -11.5%, -6.5%, ?, 31.0%
17) COC(=O)C1=C[C@@H](C(=O)OC)[C@@H]2C3=C(C(=O)[C@@]2(C)NC(=O)c2ccccc2)[C@H](C)C(C(=O)OC)=C(C(=O)OC)[C@@H]3C1
 : -21.5%, -0.2, -3.9%, -4.9%[38.3 µM], 3.6%, 2.1%, 13.4%, -21.7%, 33.1%
18) CCc1ccc(NC(=O)COc2ccc(F)cc2C(=O)c2cnn(-c3ccccc3)c2)cc1
 : -21.9%, -2.0, 9.8%, 1.0%, 7.7%, -1.4%, 0.3%, 25.5%, 28.6%
19) COc1ccc(-c2noc(=O)n2Cc2ccc(C#N)cc2)cc1
 : 0.5%, -2.1, -4.2%[57.1 µM], 15.3%, -1.3%, -2.6%, -0.7%, 9.9%[57.1 µM], 18.4%
20) COc1ccccc1C(=O)Nc1cccnc1
 : -19.3%, 2.2, 13.2%, 0.1%, -2.5%, 0.1%, -8.6%, 19.0%[57.1 µM], 25.0%
21) CCc1cccc2c(C(=O)COC(=O)C3=NNC(=O)CC3)c[nH]c12
 : -2.6%, -5.5, -3.3%, -9.3%, -1.7%, 8.4%, 10.2%, 8.3%, 21.3%
22) COc1ccc(OC)c(/C=N/NC(=O)CC(=O)NCc2ccccc2)c1
 : -8.9%, -3.1, 83.9%[activator], 1.6%, 3.6%, -6.7%, -0.6%, 4.8%, 42.8%[activator]
23) COc1cccc(N2CCN(C(=O)c3cc4c(OC)c(OC)c(OC)cc4[nH]3)CC2)c1
 : -15.2%, 2.7, -2.4%, 0.0%, 1.2%, 2.6%, i, 12.4%, 17.9%
24) Cn1cc(Br)c(C(=O)NC2CCCCCC2)n1
 : -16.5%, -0.6, 0.3%, -10.2%, -1.4%, -2.6%, -6.8%, 23.9%, 21.6%
25) COC(=O)C1=CO[C@@H](O[C@@H]2OC(CO)[C@@H](O)[C@@H](O)[C@@H]2O)C2C1CC[C@]2(C)O (some centres undefined)
 : -9.0%, -3.7, 8.8%, -4.3%, -8.9%, 8.5%, -7.7%, 10.1%, 23.2%
26) O=C(COC(=O)c1ccccn1)Nc1cc(Cl)ccc1Cl
 : -2.9%, -2.9, 6.2%, -0.6%, 5.2%, 9.5%, -6.5%, 14.5%, 15.5%
27) Cc1nn2c(=O)cc(COC(=O)c3ccccc3NC(=O)C(C)C)nc2s1
 : ?, 9.0, 5.6%[57.1 µM], -9.4%, 2.8%, 2.5%, -3.4%, 11.5%[57.1 µM], 38.7%
28) O=C(c1ccoc1)N1CCCC(Nc2ccc(F)c(F)c2)C1 (centres undefined)
 : -25.7%, -2.2, -4.5%, -1.4%, -11.6%, 16.9%, -9.6%, 1.2%, 28.8%
29) COc1ccc(-c2ccnc(SCC(=O)c3ccc(Br)cc3)n2)cc1
 : -5.2%, 2.4, 0.0%, -0.9%, 8.8%, -1.8%, -10.0%, 5.9%, 61.3%[activator]
30) COc1cccc(-c2ncc3ccccc3c2COC(=O)c2cccs2)c1
 : ?, 2.4, 11.6%, 3.6%, -1.6%, 0.7%, i, 31.2%, 45.4%[activator]
31) CCc1ccc2[nH]c(=O)c(CN(Cc3ccco3)C(=S)NCC3CCCO3)cc2c1 (centres undefined)
 : -8.5%, 0.4, -18.9%[57.1 µM], 5.7%, -3.7%, 7.0%, -3.2%, 21.8%[57.1 µM], 0.1%
32) O=C(COC(=O)c1cnc(Cl)c(Cl)c1)NC1CCCCCC1
 : -18.6%, 8.0, -5.8%, 13.7%, -4.3%, -11.2%, i, 9.0%, 37.3%
33) O=S(N1CCCCC1)C12CC3CC(CC(C3)C1)C2 (centres undefined)
 : 0.6%, 2.9, -16.5%[57.1 µM], 10.0%, 4.6%, 0.1%, i, 6.5%[57.1 µM], 34.6%
34) Cc1ccc(S(=O)(=O)N2CCOCC2)cc1NC(=O)COC(=O)c1cc(=O)[nH]c2ccccc12
 : -14.2%, -4.9, 7.0%, -12.8%, -4.4%, -3.6%, -5.7%, 24.6%, 22.0%
35) N#C/C(=C(/O)CCl)c1nc2ccccc2[nH]1
 : -2.6%, -12.9, 5.7%[57.1 µM], 6.9%, ?, 25.5%, -6.6%, ?, 29.8%
36) Cc1ccc(C(=O)Nc2cccc(-c3nc4ccccc4o3)c2)c(Cl)c1
 : -18.5%, -2.7, 14.8%, -3.8%, ?, -4.4%, -6.0%, 14.8%, 60.5%[activator]
37) O=C(CN1c2cccc3cccc(c23)S1(=O)=O)NCCc1ccccc1
 : 1.0%, -3.6, 7.1%, -0.5%, -3.2%, 4.0%, 5.9%, ?, 12.2%
38) CCOc1ccc(-n2c(C)nc(O)c2N=Nc2ccccc2)cc1
 : 4.2%, 6.1, 0.8%[57.1 µM], 3.7%, 6.0%, 0.0%, 5.5%, 0.7%[57.1 µM], -7.1%
39) Cn1ncc([N+](=O)[O-])c1C(=O)Nc1ccc(-c2nc3ccccc3o2)cc1
 : -8.9%, -14.1, -2.0%, 2.9%, 0.0%, 1.3%, -1.1%, 13.6%, 33.7%
40) COCCN1C=C(C(=O)OC)C(c2cc(Br)c(OC)c(OC)c2)C(C(=O)OC)=C1
 : ?, 1.6, 538.9%[activator], -0.1%, -3.6%, 9.4%, -7.6%, -19.5%, 113.3%[activator]
